STK33 kinase inh – human STK33 kinase inhibition. purified STK33, MBP phosphorylation, ADP-Glo luminescence. Q9BYT3. inhibition, % at 10 µM. 320,000 tested, 0.073% active;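 active = inhibition at or above 25%, using the most active replicate where run in duplicate; inactive = inhibition below 25%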
Target sequence (Q9BYT3 whole entry, looked up): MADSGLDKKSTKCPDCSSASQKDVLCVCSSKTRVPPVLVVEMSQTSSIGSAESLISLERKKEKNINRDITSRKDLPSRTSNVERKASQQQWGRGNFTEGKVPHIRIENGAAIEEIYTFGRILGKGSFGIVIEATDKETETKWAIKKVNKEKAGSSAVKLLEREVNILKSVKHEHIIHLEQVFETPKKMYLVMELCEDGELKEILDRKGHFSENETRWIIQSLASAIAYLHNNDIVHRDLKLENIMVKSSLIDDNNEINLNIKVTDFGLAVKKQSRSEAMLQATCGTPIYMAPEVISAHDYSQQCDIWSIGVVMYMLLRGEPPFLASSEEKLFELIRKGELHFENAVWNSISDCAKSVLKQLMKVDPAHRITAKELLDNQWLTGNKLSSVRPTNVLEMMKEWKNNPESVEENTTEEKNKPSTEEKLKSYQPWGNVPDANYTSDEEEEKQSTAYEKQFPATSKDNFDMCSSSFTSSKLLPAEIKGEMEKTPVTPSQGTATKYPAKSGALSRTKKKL
OX1R antag-1 – antagonists of human orexin 1 receptor (OX1R). O43613. OX1R-expressing cells, FRET antagonist read-out. inhibition, % at 6.6 µM. 330,000 tested, 1.8% active. AID 485270; in the data active = inhibition mostly above about 38%, no sharp cut-off; inactive = mostly below about 40%;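 note: 0% = agonist challenge alone and 100% = reference antagonist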
Target sequence (O43613 whole entry, looked up): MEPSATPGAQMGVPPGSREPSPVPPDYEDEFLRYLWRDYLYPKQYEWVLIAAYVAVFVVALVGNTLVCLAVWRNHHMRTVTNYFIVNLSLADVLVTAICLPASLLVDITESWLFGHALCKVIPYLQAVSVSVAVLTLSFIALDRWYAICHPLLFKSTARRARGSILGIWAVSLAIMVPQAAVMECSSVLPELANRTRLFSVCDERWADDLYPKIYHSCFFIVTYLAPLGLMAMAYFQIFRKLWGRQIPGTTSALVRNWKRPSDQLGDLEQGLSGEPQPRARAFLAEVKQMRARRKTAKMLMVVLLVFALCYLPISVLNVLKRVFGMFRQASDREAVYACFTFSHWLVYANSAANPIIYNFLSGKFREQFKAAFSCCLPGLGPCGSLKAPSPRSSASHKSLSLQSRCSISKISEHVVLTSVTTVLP
OX1R antag-2 – antagonists of human orexin 1 receptor; O43613; CHO/OX1R cells, Fluo-8 calcium fluorescence, orexin A; inhibition, % at 5 µM; 330,000 tested, 0.43% active; AID 434989;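 active = inhibition above its plate's threshold, mean inhibition of all tested compounds on the plate plus 3 SD, cut at about 37% in these data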;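 note: 0% = orexin A challenge wells and 100% = SB-334867-A antagonist wells; not every result past the cut was called active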
* marks the source's active call; other numbers are inactive results; . = no result given; & = joins results of further samples.

SMILES | STK33 kinase inh | OX1R antag-1 | OX1R antag-2
COc1cccc(C(=O)NCC(=O)N2CCC3(CC2)NCCc2[nH]cnc23)c1 | -0.1 | 6 | 7
COc1ccc(CCNC(=O)C2CC(O)CN2S(=O)(=O)c2ccc(Cl)cc2)cc1OC (configuration not stated) | -0.5 | 6 | -31
c1ccc(CN2CCN(CCN3CCn4c3nc3ccccc34)CC2)cc1 | -2.9 | 9 | -3
Cc1ccc2nc(SCCC#N)nc(C)c2c1 | -6.2 | 17 | -30
Cn1c(=O)n(CC(=O)O)c(=O)c2c1nc1n2CCS1 | 0.6&-1.6 | 15&19 | -5&9
Cc1ccc(SCc2cc(=O)[nH]c(N3CCOCC3)n2)cc1 | 0.9 | 6 | -14
O=C(NCCCc1ccccc1)Nc1cccc(Cl)c1 | -1.4 | 31 | 5
COc1ccccc1C(=O)NCCC(=O)N1CCCC(C(F)(F)F)C1 (configuration not stated) | -0.9 | 4 | -7
O=C(OCC(=O)C12CC3CC(CC(C3)C1)C2)c1ccccc1O | -2.5 | 5 | -38
CCCC(=O)c1ccc(N2CCN(C(=O)c3ccccc3)CC2)c(F)c1 | -0.3 | 35 | -2
Cc1ccc(-n2nnnc2SC(C(=O)c2c[nH]c3ccccc23)c2ccccc2)cc1 (configuration not stated) | 1.0 | 15 | 2
CCOC(=O)c1c(C)oc2ccc(O)c(CN(C)C)c12 | -21 | 9 | -16
COc1cccc(C2C=C(c3cccs3)Nc3ncnn32)c1OC (configuration not stated) | 0.9 | 17 | -1
Cc1nc(NC(=O)CSc2nnc(C3CC3)n2C)sc1C(=O)N(C)C | 0.1 | 13 | -9
COc1ccc(C(=O)NC(=S)Nc2ccc3oc(=O)ccc3c2)cc1 | -0.9 | 21 | 11
COc1ccc(N2CCN(C(=O)c3cccc4nc(C)oc34)CC2)cc1 | 1.9 | 0 | -4
Cc1ccc(NS(=O)(=O)c2c(C)[nH]c(C)c2C(=O)N2CCCCC2)c(C)c1 | -0.4 | 22 | -18
Cc1ccccc1OCCC(=O)N1CCN(S(=O)(=O)c2ccc(Cl)cc2)CC1 | -2.5 | 9 | -17
S=C(NC1CCCCC1)NN1CCOCC1 | -0.1 | 18 | -14
CC(O)CNC(=O)c1ccc(-c2nn(C)c(=O)c3ccccc23)cc1 (configuration not stated) | 1.4 | 8 | -19
Cc1ccc(C)c(C2C(=O)c3ccccc3C2=O)c1 | 0.5 | 14 | -8
Nn1c(SCCOc2ccc(Cl)cc2)nnc1-c1cccnc1 | -1.0 | 7 | -20
CCOc1ccccc1NC(=O)Nc1ccc(Cl)cc1 | -1.8 | 21 | -8
Cc1cc(C)nc(SCc2nnc(SCC(=O)Nc3ccccc3C)n2Cc2ccco2)n1 | 2.2 | 22 | -13
Brc1cccc2sc(N3CCN(c4ccccc4)CC3)nc12 | -1.1 | 8 | -19
O=C(NCCN1CCOCC1)c1cc(-c2ccccc2Cl)nc2ccccc12 | -0.8 | 37 | -17
CC(NC(=O)COc1ccccc1-c1ccccc1)c1ccccc1 (configuration not stated) | -0.1 | 44 | -14
CS(=O)(=O)N1CCN(c2ccccc2NC(=O)c2ccc(Cl)cc2)CC1 | -0.2 | 28 | -15
CCNCCC(CCC(C)C)c1ccc2c(c1)OCO2 (configuration not stated) | -0.8 | 5 | -25
CC1CCCCN1C(=O)CSc1nnc(-c2ccco2)n1CC1CCCO1 (configuration not stated) | 1.1 | 6 | -47

Of the compounds above, two contain two or more sulfur atoms.
SMILES | STK33 kinase inh | OX1R antag-1 | OX1R antag-2
Cc1nc(NC(=O)CSc2nnc(C3CC3)n2C)sc1C(=O)N(C)C | 0.1 | 13 | -9
Cc1cc(C)nc(SCc2nnc(SCC(=O)Nc3ccccc3C)n2Cc2ccco2)n1 | 2.2 | 22 | -13

Later entries:
SMILES | STK33 kinase inh | OX1R antag-1 | OX1R antag-2
CC(=O)Nc1ccc(NC(=O)CCC(=O)OCC(=O)c2ccc(F)cc2)cc1 | -1.6 | 7 | -16
CC(C)[C@H](NC(=O)OCc1ccccc1)C(=O)OCC(=O)NC1(C#N)CCCC1 | -1.2 | 39 | -16
Cc1cc2cc3c(cc2nc1SCC(=O)N1CCN(C(=O)c2ccco2)CC1)OCO3 | -0.5 | 7 | -10
C[C@]12C(=O)N(c3ccc(F)cc3)C(=O)N1[C@H]1c3ccccc3OC[C@@H]1[C@H]2c1ccccc1 | 0.1 | 2 | -7
Cc1ccccc1C(=O)N1CCC(C(=O)Nc2ccc(S(=O)(=O)N3CCCC3)cc2)CC1 | 0.9 | 18 | -10
CCN(CC)C(=O)CSc1n[nH]c(=S)n1N | -1.5 | 27 | 4
O=C(COc1ccccc1[N+](=O)[O-])N/N=C/c1ccncc1 | 0.2 | 26 | -21
Cc1[nH]c2ccccc2c1C(=O)C(=O)NCCCn1ccnc1 | -1.0 | 8 | -14
O=C(CCS(=O)(=O)c1cccc2nsnc12)N1CCN(C(=O)c2ccco2)CC1 | -0.7 | 91* | -6
O=C(O)CCC(=O)Nc1ccccc1C(=O)NCc1ccco1 | -2.6 | 15 | 0
COc1cccc(CNC(=O)CSCC(=O)Nc2cc(C)on2)c1 | . | 12 | -7
CCc1nc2ccc(C(=O)NCCc3ccc(OC)c(OC)c3)cc2nc1CC | -1.8 | 31 | -29
COCC(C)n1c(C)cc(C(=O)COC(=O)c2ccc3ncsc3c2)c1C (configuration not stated) | 0.0 | 21 | -20
O=C(CCS(=O)(=O)c1ccccc1Cl)NCCC1=CCCCC1 | -0.9 | 19 | -30
Cc1ccc(S(=O)(=O)NNc2nc3ccccc3nc2C(F)(F)F)cc1 | -0.7 | 27 | -26
Cc1cnc(NC(=O)CCCc2nc3ccccc3s2)s1 | -0.6 | 62 | 8
CCCCN1CC(=O)N2Cc3[nH]c4ccccc4c3C[C@H]2C1=O | 1.5 | 13 | -20
COc1ccc(S(=O)(=O)N(C)C2CCS(=O)(=O)C2)cc1OC (configuration not stated) | -2.3 | 10 | 5
CC1(C)CC(=O)C(/C=N/n2cnc3ccccc3c2=O)=C(O)C1 | -0.1 | 3 | -7
Cc1cccc(OCC(O)Cn2c(NCc3cccnc3)nc3c2c(=O)[nH]c(=O)n3C)c1 (configuration not stated) | 1.3 | 26 | -7
CCc1nnc(NC(=O)[C@@H](NC(=O)c2ccc(C(C)(C)C)cc2)C(C)C)s1 | -0.7 | 9 | -31
CCN(CC)CCNC(=O)C(C)c1nn(CC)c(=O)c2ccccc12 (configuration not stated) | -0.9 | 6 | -15
O=C(NCc1nc2ccccc2[nH]1)C1=C[C@H](c2coc3ccccc3c2=O)C[C@H](OCCCCO)O1 | 0.0 | 0 | -41
O=C1CNC(=S)N1Cc1ccccc1 | -0.7 | 11 | -5
COc1ccccc1-c1cc(C(=O)N/N=C/c2ccc(C)s2)c2ccccc2n1 | 0.2 | 26 | -25
O=C1CC(c2ccc3c(c2)OCO3)c2cc3c(cc2N1)OCO3 (configuration not stated) | 0.2 | 9 | -24
CCOc1ccc(S(=O)(=O)NCCC(=O)NCC(c2cccs2)N2CCOCC2)cc1 (configuration not stated) | -1.4 | 17 | -10
CCCCCCCN1CCC(=O)N([C@H](CO)c2ccccc2)CC1 | 0.2 | 5 | -32
O=C1[C@H]2CC3C=CC2(O3)[C@@H]2OCCCN12 (some centres not stated) | -0.3 | 14 | -7
COc1ccccc1N(C(=O)c1snc(C(N)=O)c1N)C(C(=O)NCCC(C)C)c1ccco1 (configuration not stated) | 1.1 | 10 | -31
COC(=O)c1cc(NC(=O)c2ccc(Cn3cc(Cl)cn3)o2)cc(C(=O)OC)c1 | -0.8 | 19 | -15
Cc1ccccc1N1CCN(CCCN2C(=O)CC(=C(c3ccccc3)c3ccccc3)C2=O)CC1 | 1.1 | -12 | -31
O=C(CCc1nnc(C2CCCCC2)o1)N1CCN(c2ccccc2F)CC1 | -1.0 | 22 | -24
C=CCn1c(-c2cc3cccc(OC)c3o2)n[nH]c1=S | 0.1 | 23 | -19
S=c1[nH]nc(-c2ccccc2)n1/N=C/c1cccc(Br)c1 | 5.8 | 21 | -29
O=C(CSc1nnc([C@@H]2CCCN2)o1)c1ccc(Cl)cc1 | -1.5 | 20 | -30
COc1ccc(CN2CCN(S(=O)(=O)c3ccc(NC(C)=O)cc3)CC2)c(OC)c1OC | 0.5 | 14 | -21
Clc1ccc(-n2cnnn2)cc1 | -0.2 | 11 | 6
CCC(=O)Nc1cc(ON=C(C)C)cc([N+](=O)[O-])c1 | -1.2 | 18 | 4
Cc1nnc(NC(=O)/C=C/c2ccco2)s1 | -1.7 | 22 | 1
COc1ccc2oc(C(=O)OCC(=O)NCc3ccco3)c(C)c2c1 | -0.2 | 17 | -18
Cc1nc(NC(=O)COC(=O)c2cc3c(s2)CCC(C)C3)c(Cl)cc1Cl (configuration not stated) | -0.6 | 29 | -11
CC1CCCCN1C(=O)C1COc2ccccc2O1 (configuration not stated) | -5.8 | -2 | -18
CCOc1ccc(C(=O)NC2CCN(S(C)(=O)=O)CC2)cc1 | 0.1 | 4 | 0
COc1ccc(S(=O)(=O)N2CCCC2C(=O)Nc2ccc(O)cc2)cc1 (configuration not stated) | 1.1 | 27 | 22

Sorted by heavy-atom count (rising): 7 of the compounds above
SMILES | STK33 kinase inh | OX1R antag-1 | OX1R antag-2
Clc1ccc(-n2cnnn2)cc1 | -0.2 | 11 | 6
CC1CCCCN1C(=O)C1COc2ccccc2O1 (configuration not stated) | -5.8 | -2 | -18
C=CCn1c(-c2cc3cccc(OC)c3o2)n[nH]c1=S | 0.1 | 23 | -19
O=C(CSc1nnc([C@@H]2CCCN2)o1)c1ccc(Cl)cc1 | -1.5 | 20 | -30
CCOc1ccc(C(=O)NC2CCN(S(C)(=O)=O)CC2)cc1 | 0.1 | 4 | 0
COc1ccc2oc(C(=O)OCC(=O)NCc3ccco3)c(C)c2c1 | -0.2 | 17 | -18
O=C(CCc1nnc(C2CCCCC2)o1)N1CCN(c2ccccc2F)CC1 | -1.0 | 22 | -24

The listing continues.
SMILES | STK33 kinase inh | OX1R antag-1 | OX1R antag-2
COC(=O)c1sccc1NC(=O)c1c(F)c(F)c(F)c(F)c1F | -1.4 | 10 | -23
Cc1ccc(Cn2c(=N)n(CC(=O)c3ccccc3)c3ccccc32)cc1 | 0.9 | 0 | -44
CC(OC(=O)Cc1ccsc1)C(=O)Nc1ccc(C(N)=O)cc1 (configuration not stated) | . | -4 | -11
CC1CCCN(C(=O)Nc2cccc(NC(=O)N3CCCC(C)C3C)c2)C1C (configuration not stated) | -0.5 | 11 | -26
CC(Nc1ccccc1)C(=O)Nc1ccc(F)cc1 (configuration not stated) | -2.4 | 15 | 4
NS(=O)(=O)c1ccc(NC(=O)CCCCC(=O)Nc2ccc(S(N)(=O)=O)cc2)cc1 | -0.4 | 2 | -8
CC(=O)N1CCN(c2ccccc2NC(=O)c2ccc3ccccc3c2)CC1 | -0.2 | 8 | -28
COC(=O)c1ccc(CN2CCCC(C(=O)c3cc(F)ccc3OC)C2)cc1 (configuration not stated) | -1.0 | 10 | -29
CCN(Cc1ccccc1)C(=O)CS(=O)(=O)c1ccccc1 | 0.3 | 10 | -24
Cn1c(SCc2cccnc2)nc2c(c1=O)SCC2 | -0.8 | 35 | -24
CCCCC1(C)Cc2ccccc2C(=S)N1 (configuration not stated) | 0.1 | 8 | -35
COc1ccc(C(CC(=O)N2CCCC(C)C2)c2c(OC)cc(OC)c3ccc(=O)oc23)cc1 (configuration not stated) | -1.0 | 32 | -40
C=CCn1c(SCC(=O)NC2CCCC2)nc2scc(-c3ccco3)c2c1=O | -2.7 | 23 | -16
COc1cccc(-c2nc(CS(=O)(=O)CC(=O)N3CCN(c4ccccn4)CC3)c(C)o2)c1 | -0.3 | 7 | -28
COc1ccc(Oc2nc3c(c(=O)n(C)c(=O)n3C)n2Cc2ccccc2)cc1 | -1.8 | 9 | 6
Cc1noc(/C=C/N(C)C)c1S(=O)(=O)N1CCc2ccccc21 | -0.7 | 18 | -7
COc1cccc(N(CC(=O)NC2CCCC2)C(=O)CCCC(=O)Nc2ccccn2)c1 | -1.9 | 18 | -31
CN(C)Cc1nc2ccccc2c(=O)n1CC#N | 1.4 | 15 | -12
CC(OC(=O)Cn1nnc2ccccc21)C(=O)NC1CCCC1 (configuration not stated) | -2.1 | 1 | -2
O=C(COC(=O)c1cnc(Cl)c(Cl)c1)NC1CC1 | -1.2 | 11 | -22
O=C(COc1ccccc1)OCc1csc(Nc2ccccc2)n1 | -0.2 | -20 | 2
COC(=O)CN1C(=O)C(O)(CC(=O)c2cccc(Br)c2)c2ccccc21 (configuration not stated) | 2.2 | 14 | -19
Cc1c(Br)cc(C(=O)OC2CCN(C)CC2)c(C)c1C | 0.4 | 3 | -23
Cc1ccc(-n2c(=O)c3sccc3n(CC(=O)NCC3CCCO3)c2=O)cc1F (configuration not stated) | -0.1 | 17 | -1
COC(=O)c1ccccc1NC(=O)Cn1c(SC)c(F)cnc1=O | -1.2 | 9 | -17
O=C(CCC(=O)c1ccc(Cl)s1)Nc1ncccc1O | -2.3 | 10 | -1
O=C(O)CCC(=O)NNC(=O)CCC(=O)NCc1ccccc1 | -1.5 | 28 | 5
O=C(c1ccc(F)cc1)C1CCN(Cc2cn[nH]c2-c2ccccc2)CC1 | -0.8 | 9 | -12
COc1ccc(CN(C)C(=O)c2oc3ccccc3c2CSC)cc1F | 0.5 | 18 | -34
CS(=O)(=O)N(CC(=O)NCCSCc1ccccc1)c1ccccc1Br | -1.1 | 13 | -35
CC(=C/C(=O)O)/C=C/c1ccco1 | -1.8 | 13 | -7
CCOC(=O)C(Sc1ncn[nH]1)c1ccccc1 (configuration not stated) | -0.9 | 10 | -13
